Screens from PubChem.
FBW7 activator – human FBW7 E3 ligase activation, primary screen. Q969H0. AlphaScreen FBW7–phospho-cyclin E peptide binding, activator screen. normalized activity (activation), % at 26.1 µM. 650,000 compounds, 0.13% hits. AID 1259310; in the data active = normalized activity above about 1.9%;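 note: purified mutant Fbw7 with reduced substrate affinity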
GPR151 activ – activators of human GPR151; PathHunter beta-arrestin GPR151 cells, luminescence; 650,000 compounds, 1% hits; activation, % at 11.2 µM; Q8TDV0; in the data active = activation above about 4.9%;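 note: 0% = median of compound wells and 100% = cells with positive control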
Target sequence (Q8TDV0 whole entry, looked up): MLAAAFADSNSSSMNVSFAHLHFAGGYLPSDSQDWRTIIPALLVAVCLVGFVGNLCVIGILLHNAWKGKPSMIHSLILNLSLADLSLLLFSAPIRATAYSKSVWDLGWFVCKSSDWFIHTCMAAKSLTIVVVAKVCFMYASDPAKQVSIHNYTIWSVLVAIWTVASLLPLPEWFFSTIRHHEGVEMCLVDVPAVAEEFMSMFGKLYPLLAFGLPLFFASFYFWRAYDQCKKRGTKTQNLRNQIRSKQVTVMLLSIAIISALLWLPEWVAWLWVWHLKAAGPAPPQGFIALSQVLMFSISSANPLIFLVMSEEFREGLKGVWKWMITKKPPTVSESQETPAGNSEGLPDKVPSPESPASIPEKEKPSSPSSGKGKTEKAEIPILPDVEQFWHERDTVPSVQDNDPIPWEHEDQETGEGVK
TEAD-YAP block – TEAD-YAP interaction inhibition; HEK-TIYL cells, TEAD-Gal4/YAP UAS-luciferase luminescence; inhibition, % at 9.12 µM; 640,000 compounds, 1.4% hits; AID 1259422; in the data active = inhibition above about 32%;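 note: 0% = median of test compound wells and 100% = reference inhibitor wells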
MITF inh – human MITF inhibition, primary screen | O75030 | AlphaScreen MITF homodimerization, bead proximity signal | inhibition, % at 2.6 µM | 650,000 compounds, 0.91% hits; in the data active = inhibition above about 50%;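 note: 0% = vehicle wells with protein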
Target sequence (O75030 whole entry, looked up): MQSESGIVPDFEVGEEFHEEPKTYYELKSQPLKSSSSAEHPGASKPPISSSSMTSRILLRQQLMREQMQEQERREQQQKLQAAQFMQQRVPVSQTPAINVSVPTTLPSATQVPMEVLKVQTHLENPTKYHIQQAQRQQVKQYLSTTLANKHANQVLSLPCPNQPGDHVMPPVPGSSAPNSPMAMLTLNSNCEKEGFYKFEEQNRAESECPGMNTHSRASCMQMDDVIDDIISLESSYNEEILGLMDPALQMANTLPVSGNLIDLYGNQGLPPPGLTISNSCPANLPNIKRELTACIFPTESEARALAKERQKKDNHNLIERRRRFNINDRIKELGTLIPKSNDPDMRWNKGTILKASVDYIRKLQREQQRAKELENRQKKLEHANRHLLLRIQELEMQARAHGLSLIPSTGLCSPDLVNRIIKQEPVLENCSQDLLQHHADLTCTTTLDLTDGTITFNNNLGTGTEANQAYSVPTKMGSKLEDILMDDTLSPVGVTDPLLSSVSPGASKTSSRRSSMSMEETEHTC
An asterisk follows results filed as active; nt = no result given. Hits appear at their usual frequency; any-hit rate near 3.5%.

SMILES	FBW7 activator	GPR151 activ	TEAD-YAP block	MITF inh
O=C(COC(=O)c1ccc2c(c1)-c1ccccc1C2=O)c1cccc([N+](=O)[O-])c1	0.0	-0.1	1	-23
CC(c1ccncn1)N(C)C(=O)c1ccc(OC2CCN(CCc3ccccc3)CC2)cc1 (stereo unspecified)	0.5	-1.3	1	27
Cc1nc(Nc2ccc(F)c(Cl)c2)c2cc(C)sc2n1	-0.1	-0.9	-10	10
CC(=O)N(c1ccc(Br)cc1)C1SC(=O)N(c2ccc(C)cc2)C1=O (stereo unspecified)	0.0	-0.4	-10	-13
Clc1ccc(-n2ncnc2-c2cccnc2)cc1	0.2	0.4	2	-8
COc1cc(OC)cc(C(=O)Nc2cccc(-c3nc4ncccc4o3)c2C)c1	0.0	-0.3	-1	-2
COc1ccccc1N1CCN(C(=O)CN(c2cccc(F)c2)S(C)(=O)=O)CC1	-0.2	1.5	4	2
C#CCNC(=O)NC(=O)c1sc2ccccc2c1Cl	0.1	0.2	-36	-7
COC(=O)CC1CN=NC1(NC(=O)Cc1ccccc1)C(=O)OC (stereo unspecified)	-0.1	-1.1	0	18
CC(CNC(=O)COc1cccc2ccccc12)CN(C)C (stereo unspecified)	0.4	-1.0	-7	15
CCC1=NN2C(=N)/C(=C/c3cn(CCOc4ccccc4)c4ccccc34)C(=O)N=C2S1	-0.2	2.4	-10	-8
CCN(Cc1ccccc1)c1ccc(/C=N/N2CCOCC2)cc1	0.3	-1.2	4	15
Cc1nnc(NC(=O)c2ccc(-c3ccccc3)cc2)s1	0.0	-0.2	-38	13
O=C1CC(c2ccc(Cl)cc2)CC2=C1C(c1cc3c(cc1[N+](=O)[O-])OCO3)Nc1ccccc1N2 (stereo unspecified)	-0.2	0.1	-6	11
CC(=O)CCC(=O)N1CCC(n2c(Cc3ccccc3C)nc3cccnc32)CC1	0.0	-0.7	-14	-13
Cc1cc(C)n(/N=C/c2cccc([N+](=O)[O-])c2)c(=O)c1	0.1	0.1	7	6
O=C(O)C1Nc2c(cccc2[N+](=O)[O-])C2C=CCC12 (stereo unspecified)	-0.7	-0.7	-1	20
CCOC(=O)c1c(NC(=O)/C(C#N)=C/c2ccc(OC)cc2)sc(C(C)=O)c1C	0.2	-0.3	6	13
O=C(O)c1cccc(-c2ccc(/C=N/NC(=O)c3cccnc3)o2)c1	0.4	-1.9	-13	24
CC1=C(C(=O)OCc2ccccc2)C(c2ccc(C(F)(F)F)cc2)CC(=O)N1 (stereo unspecified)	0.2	2.6	-14	3
Cc1cc(NC(=O)CSc2nc3ccccc3c(=O)n2CCCC(=O)NCc2ccco2)n[nH]1	0.0	0.5	12	17
COC(=O)C(C)n1c(=O)c2c(nc3n(-c4ccc(OC)cc4)c(C)cn23)n(C)c1=O (stereo unspecified)	-0.1	1.9	12	-1
CCN1CCN(C(=O)C2=CC(c3ccc(C)cc3)=NS(=O)(=O)N2C)CC1	0.1	3.9	1	-4
Cc1cc(NC(=O)c2ccco2)ccc1Br	0.0	-2.6	-50	11
Nc1c(C(=O)c2ccc(Cl)cc2)sc2nc3c(cc12)CCCC3	0.1	0.2	9	11
O=S(=O)(Cc1ccccc1)N/N=C/c1cccc(I)c1	0.9	-1.9	5	6
Cc1cc(C)cc(NC(=O)C2CCCN2S(=O)(=O)c2ccc3c(c2)CCC(=O)N3)c1 (stereo unspecified)	0.0	0.1	-19	-3
Cc1ccccc1CN1CCC(N2CCN(CCO)CC2)CC1	0.2	0.7	-9	59*
CC1=C(C#N)C(=O)N(CCCO)C(=O)/C1=C\c1ccc(-c2ccc([N+](=O)[O-])cc2)o1	-0.2	0.4	-7	-1
CCOC(=O)c1c(NC(=O)C(C)(C)C)sc(C(=O)Nc2ccccc2F)c1C	0.1	-0.2	1	-18

An excerpt of these results, bar-delimited:
mol | FBW7 activator | GPR151 activ | TEAD-YAP block | MITF inh
O=S(=O)(Cc1ccccc1)N/N=C/c1cccc(I)c1 | 0.9 | -1.9 | 5 | 6
Cc1cc(C)cc(NC(=O)C2CCCN2S(=O)(=O)c2ccc3c(c2)CCC(=O)N3)c1 (stereo unspecified) | 0.0 | 0.1 | -19 | -3
Cc1ccccc1CN1CCC(N2CCN(CCO)CC2)CC1 | 0.2 | 0.7 | -9 | 59*
CC1=C(C#N)C(=O)N(CCCO)C(=O)/C1=C\c1ccc(-c2ccc([N+](=O)[O-])cc2)o1 | -0.2 | 0.4 | -7 | -1

Next compounds.
SMILES	FBW7 activator	GPR151 activ	TEAD-YAP block	MITF inh
CCNc1nc(NC(C)CC)nc(SCC(=O)Nc2ccccc2Cl)n1 (stereo unspecified)	-0.1	0.6	0	7
CCC(Cc1ccccc1)n1c(=S)[nH]c2ccccc2c1=O (stereo unspecified)	0.0	3.5	4	7
O=C(Nc1nnc2n1CCCS2)c1ccc(Cl)cc1	-0.1	-0.4	6	8
O=C(N/N=C/c1ccccc1Br)c1cccs1	-0.1	-1.7	-51	4
COc1ccc(C(=O)Nc2ccc(N3CCN(c4ccc(OC)cc4)CC3)c(C#N)c2)cc1	0.6	-0.4	-5	8
O=C(CSc1nc2sc3c(c2c(=O)n1-c1ccccc1)CCC3)NCC1CCCO1 (stereo unspecified)	1.2	-0.4	-4	6
COCCn1nnnc1CN(Cc1cccs1)Cc1cc2c(C)cc(C)cc2[nH]c1=O	0.2	-1.1	0	-7
Cc1cc(C(=O)COC(=O)c2n[nH]c3ccccc23)c(C)n1Cc1cccs1	-0.2	0.6	74*	-14
COc1ccc(OCC(=O)Nc2ncc(S(=O)(=O)c3ccc([N+](=O)[O-])cc3)s2)cc1	0.0	-1.2	11	9
Cc1ccc2nc3c(cc(C(=O)NC4CCCC4)c(=N)n3CCc3ccccc3)c(=O)n2c1	-0.1	-0.4	4	1
COc1ccc(C(=O)Nc2ccc(Cl)c3ncsc23)cc1OC	0.3	0.1	-7	0
O=C(NCc1ccc2c(c1)OCO2)C1CCC(=O)N1CCc1ccccc1 (stereo unspecified)	0.4	-1.6	-8	-7
Cc1ccc(C(=O)O)cc1NC(=O)c1ccc(Cl)cc1	0.2	-1.4	-10	14
Cc1onc(-c2ccccc2)c1C(=O)NC(C)c1ccccc1 (stereo unspecified)	0.1	0.3	-2	-8
CN(NC(=O)COc1ccccc1)c1ccccc1	-0.1	3.0	5	2
Cn1nc(C(=O)Nc2cccc(Br)c2)cc1C(=O)O	0.0	-8.4	24	-1
O=C(Cn1c(=O)oc2cc(S(=O)(=O)N3CCCCCC3)ccc21)N1CCCC1	-0.1	2.3	-9	-166
CC1=C(C(=O)OCCSc2ccccc2)C(c2ccccc2Cl)NC(=O)N1 (stereo unspecified)	0.0	0.5	-10	2
Cc1ccc(N(CC(=O)Nc2ccc(C(N)=O)cc2)S(=O)(=O)c2ccc(F)cc2)cc1	0.2	-0.4	-1	12
COc1cc(C=O)ccc1OCC(=O)O	-0.1	0.0	1	10
O=C(NCc1ccccn1)c1cccs1	-0.1	-0.4	-4	10
Cc1c(NC(=O)COC(=O)c2c3c(nc4ccccc24)CCC3)cccc1[N+](=O)[O-]	0.7	-1.5	11	15
Oc1ccc(CCNc2cc(Nc3ccc(-n4ccnc4)cc3)ncn2)cc1	0.3	-1.4	3	23
O=S(=O)(NCC1(CO)CC1)c1ccccc1Cl	0.0	0.0	0	1
COc1ccc(C(=O)CSc2nnc(CNC(=O)c3ccccc3)o2)cc1	0.3	-1.5	10	12
CCC(C#N)(C(N)=O)c1ccccc1 (stereo unspecified)	-0.1	2.3	2	-2
Cc1c(O)ccc2c(=O)c(Oc3ccccc3)c(C(F)(F)F)oc12	0.2	-0.5	5	-19
O=C(c1nc2ccccn2c1CN1CCC(N2CCCCC2)CC1)N1CCOCC1	0.6	0.5	5	3
O=C(NCc1ccccn1)C1(c2cc(-c3cccs3)on2)CC1	-0.1	-0.9	1	5
CC1CCN(C(=O)C2CCN(Cc3ccc(Br)cc3)CC2)CC1	0.0	2.3	14	33
CCN1C(=O)CC(Nc2ccc(N3CCCCC3)cc2)C1=O (stereo unspecified)	-1.1	1.8	0	26
O=C(Cn1c(=O)c(=O)n(Cc2ccccc2)c2ccc(Cl)cc21)N1CCOCC1	0.0	-0.4	-8	5
COc1ccccc1/C=C1\SC(=S)N(c2c(C)n(C)n(-c3ccccc3)c2=O)C1=O	0.1	-0.2	24	23
O=C(Nc1ccccc1)C1CCC(=O)N1C(=O)OCc1ccccc1 (stereo unspecified)	0.1	-1.5	-5	1
COc1ccc(NC(=O)CSc2nc3cccnc3n2C)cc1	0.0	-0.6	-5	-2
COc1ccc(C)cc1NC(=O)c1ccc([N+](=O)[O-])o1	0.6	-0.8	19	21
COc1ccc2ccccc2c1/C=N/n1c(-c2cccnc2)n[nH]c1=S	0.0	0.2	5	8
CCOC(=O)C1=C(c2ccccc2)OC(N)=C(C#N)C1c1ccccc1F (stereo unspecified)	-0.1	-0.1	-7	-9
O=C(Cn1c2ccccc2c(=O)c2ccccc21)Nc1ccc(Oc2ccc(Cl)cc2)cc1	0.3	0.2	-12	9
CN1CCN(c2nc(Nc3ccccc3)c3cnn(C)c3n2)CC1	0.3	-1.0	-13	-10
COc1ccccc1Nc1nc(=O)[nH]nc1C	-0.1	2.1	4	-9
Cc1ncc(CO)c(CNc2ccccc2Cl)c1O	0.7	-0.5	-10	3
CS(=O)(=O)N1CCN(c2ccccc2NC(=O)c2ccc([N+](=O)[O-])o2)CC1	-0.2	-0.8	5	5
Cn1c(SCC(=O)Nc2ccc(OCc3ccccc3)cc2)nnc1-c1cnccn1	-0.2	0.2	2	-1
CCCCCCCCCCCCCCCC(=O)NCCS(=O)(=O)O	nt	2.1	nt	3
Cc1ccc(C(=O)Nc2nc(-c3ccc(Oc4ccccc4)cc3)cs2)cc1C	-0.1	0.0	-3	6
Cc1cc(OCC(=O)O)c([N+](=O)[O-])cc1Cl	0.0	-0.8	12	-16
CCc1nnc(NC(=O)CSc2ncc(-c3ccccc3)n2CC2CCCO2)s1 (stereo unspecified)	-0.2	0.6	2	2
CC(CCc1ccccc1)N1C(=O)C2C(C(=O)Nc3ccc(Oc4ccccc4)cc3)C3C=CC2(O3)C1C(=O)NC1CCCCC1 (stereo unspecified)	0.2	3.5	-7	-3
CC(C)n1cnc2c(NCc3cccnc3)nc(Nc3ccccn3)nc21	0.5	-2.1	7	-3
Additional structures follow.
SMILES	FBW7 activator	GPR151 activ	TEAD-YAP block	MITF inh
COc1ccc(CCNS(=O)(=O)c2cccc(C(=O)O)c2)cc1OC	0.0	-0.1	2	-106
Cc1ccc2nc(NC(=O)c3c(C(=O)O)cccc3[N+](=O)[O-])sc2c1	0.2	-1.9	3	-6
Cc1ccc(S(=O)(=O)Nc2ccccc2CNc2ccc(Br)cn2)cc1	0.6	-1.1	-9	16
Cc1cc(C)c(S(=O)(=O)NCC(C)C)c(C)c1	-0.1	-0.4	4	9
C#CCOCC1Cc2c(C)nn(C(N)=S)c2O1 (stereo unspecified)	-0.3	-1.5	2	10
COc1cccc(-c2cnc(NCc3ccc(F)cc3)n2C)c1	0.1	0.3	5	49
CCNC(=O)C(=O)NCC1CCCO1 (stereo unspecified)	0.0	-1.6	2	0
Cc1c(CNC2CCCCC2)c(C(=O)O)c(C)n1Cc1ccc(Cl)cc1	-0.1	-0.2	-6	21
O=C1Nc2cc(C(=O)N3CCN(c4ccccc4)CC3)ccc2NC1CSCc1ccccc1Cl (stereo unspecified)	0.1	0.7	7	0
CCC(=O)NC(c1nnc2n1CCN(Cc1ccccc1-c1ccco1)CC2)C(C)C (stereo unspecified)	0.1	0.2	-6	4

Structures shown so far that have two or more sulfur atoms, in the order listed:
SMILES	FBW7 activator	GPR151 activ	TEAD-YAP block	MITF inh
O=C(CSc1nc2sc3c(c2c(=O)n1-c1ccccc1)CCC3)NCC1CCCO1 (stereo unspecified)	1.2	-0.4	-4	6
COc1ccc(OCC(=O)Nc2ncc(S(=O)(=O)c3ccc([N+](=O)[O-])cc3)s2)cc1	0.0	-1.2	11	9
COc1ccccc1/C=C1\SC(=S)N(c2c(C)n(C)n(-c3ccccc3)c2=O)C1=O	0.1	-0.2	24	23
CCc1nnc(NC(=O)CSc2ncc(-c3ccccc3)n2CC2CCCO2)s1 (stereo unspecified)	-0.2	0.6	2	2

Other compounds:
SMILES	FBW7 activator	GPR151 activ	TEAD-YAP block	MITF inh
CCSc1nnc2c(n1)OC(c1ccc(SC)cc1)N(C(=O)CC)c1ccccc1-2 (stereo unspecified)	0.3	-0.9	-5	0
Cc1ccc(NS(=O)(=O)c2ccc3c(c2)OCC(=O)N3)cc1F	0.6	1.7	3	7
Cc1ccc(Cn2nnc3c(=O)n(CC(=O)NC4CCCCC4)cnc32)cc1	-0.1	1.3	-1	7
Cc1cc(N2CCCC2)nc(N2CCOCC2)n1	0.0	1.3	-1	6
CCCOc1ccc(C(=O)CCNC(CC(=O)O)c2ccccc2)cc1 (stereo unspecified)	0.0	1.2	1	2
CCC1Oc2ccccc2N(CC(=O)NCC2CCCO2)C1=O (stereo unspecified)	-0.1	-0.9	-1	-1
O=C(CN1C(=O)CCc2ccccc21)NCCN1CCN(c2ccccc2F)CC1	0.3	0.0	3	7
COc1ccc(CN2CC(C(=O)NCc3cccc(OC)c3)CC2=O)cc1 (stereo unspecified)	0.1	-0.6	12	12
O=C(OCC1CCCN2CCCCC12)c1ccc([N+](=O)[O-])cc1[N+](=O)[O-] (stereo unspecified)	0.1	-0.6	15	-8
Cc1ccc2nsnc2c1NC(=O)c1ccc(-c2cc(Cl)ccc2Cl)o1	-0.2	-1.1	11	1
